Siah-1 displacement: Siah-1 peptide-binding antagonists, primary screen, biochemical, fluorescence polarization, rhodamine-plectin, uHTS (AID 1817). 290,000 compounds, 0.02% hits. Siah-1 / rhodamine-plectin peptide fluorescence polarization; higher % means a stronger effect. displacement, % at 20 µM; hits with a dose series show IC50 in µM;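 active = displacement of at least 50% at 20 µM, with a fluorescence ratio check between 0.3 and a set limit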;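 also: plate controls were Siah plus tracer with DMSO for no effect and tracer alone without Siah for full effect; strong numbers were not always called active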
NS5 inhibitors: flavivirus cap methylation enzyme inhibition – biochemical, confirmation dose response, primary screen (AID 588689); Dengue-2 NS5 methyltransferase capping enzyme assay, biochemical; higher % means a stronger effect; inhibition, % at 25 µM; hits with a dose series show IC50 in µM; 340,000 compounds, 0.3% hits; in the data active = a potency from the dose series
AID2073: inhibitors of Mint1-CaV2.2 protein interaction, biochemical, HTRF (AID 2073) | HTRF protein-protein interaction, Mint1-CaV2.2; higher % means a stronger effect | inhibition, % at 20 µM, or IC50 in µM where a hit was titrated | 290,000 compounds, 0.19% hits; in the data active = inhibition mostly above about 51%, no sharp cut-off; also: some results filed as inactive read as strong as hits
NTR1 ag: NTR1-driven beta-arrestin-GFP spot formation – imaging, U2OS cells, high content, primary screen (AID 493036) | activation, % at 20 µM | agonist mode | 330,000 compounds, 0.17% hits;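 active = activation at or above 40% of the spot to cytoplasm intensity ratio, with at least 20 cells analyzed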;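 also: 0% = DMSO without peptide and 100% = 100 nM NTR1 peptide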
Target sequence (P30989 whole entry, looked up): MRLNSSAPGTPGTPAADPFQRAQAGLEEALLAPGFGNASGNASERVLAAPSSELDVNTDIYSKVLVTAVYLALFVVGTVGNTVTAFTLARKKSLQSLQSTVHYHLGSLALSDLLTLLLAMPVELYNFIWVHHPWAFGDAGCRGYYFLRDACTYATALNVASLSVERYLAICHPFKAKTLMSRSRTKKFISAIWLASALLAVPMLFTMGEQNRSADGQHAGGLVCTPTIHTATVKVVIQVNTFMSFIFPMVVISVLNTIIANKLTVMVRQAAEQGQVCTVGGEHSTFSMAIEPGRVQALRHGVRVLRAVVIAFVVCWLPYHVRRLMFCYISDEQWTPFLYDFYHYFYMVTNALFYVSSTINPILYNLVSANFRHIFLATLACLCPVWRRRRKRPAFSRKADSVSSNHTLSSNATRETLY
Large T inhibition: TAg ATPase/helicase activity blockers – biochemical (AID 1903); SV40 large T antigen ATPase/helicase inhibition assay; higher % means a stronger effect; inhibition, % at 20 µM, or IC50 in µM where a hit was titrated; 310,000 compounds, 0.39% hits; in the data active = a potency from the dose series; also: strong numbers were not always called active
RSV CPE inhibition: inhibition of RSV-induced cytopathic effect – HEp-2 cells, primary 10 µM value included (AID 2391) | HEp-2 cells, RSV-induced CPE inhibition; higher % means a stronger effect | one-dose CPE inhibition, % at 10 µM; IC50 in µM for titrated hits | 310,000 compounds, 0.13% hits; in the data active = a potency from the dose series; also: strong numbers were not always called active
MgcRacGAP inhibition: MgcRacGAP GTPase-activating activity inhibitors, confirmation, biochemical, ADP Hunter fluorescence | MgcRacGAP-stimulated Rac1 GTP hydrolysis, ADP Hunter fluorescence; higher % means a stronger effect; GST-tagged Rac1 F28L mutant substrate | inhibition, % at 30 µM, or IC50 in µM where a hit was titrated | 340,000 compounds, 0.6% hits | AID 624330;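 active = first-screen hits whose inhibition reached a set limit at any dose in the follow-up dose series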;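 also: fluorescence reports GDP produced by GAP-driven GTP hydrolysis; strong numbers were not always called active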
K1F lysis inhibition: inhibition of K1F phage lysis, E. coli UTI89, bacterial capsule biogenesis inhibitors, alamar blue (AID 488966) | E. coli UTI89 K1F phage lysis, alamar blue, 2 h; higher % means a stronger effect | inhibition, % at 100 µM, or IC50 in µM where a hit was titrated | 340,000 compounds, 0.02% hits;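 active = phage lysis inhibition, versus mean bacterial control, above a set limit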;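 also: capsule biogenesis inhibitors block K1F phage lysis so surviving cells raise fluorescence; higher fluorescence means more inhibition of phage lysis; actives were called in the ten point dose series up to 300 µM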
West Nile virus CPE: West Nile virus antiviral activity, cell-based, CPE readout (AID 1621) | West Nile virus-infected cells, CPE inhibition; higher % means a stronger effect | one-dose CPE inhibition, % at 10 µM; IC50 in µM for titrated hits | 290,000 compounds, 0.02% hits; in the data active = a potency from the dose series; also: strong numbers were not always called active
NTR1 ag cell count 20 µM: recorded beside NTR1 ag, whose call it bears; cell count; measured here: cell count, cytotoxicity flag
Active calls of the source: *; . = not tested or not shown; [ ] = dose if it differs, or a comment.

Start of the listing, in advance:
Each structure is followed by: Large T inhibition, RSV CPE inhibition, NTR1 ag, Siah-1 displacement, West Nile virus CPE, AID2073, K1F lysis inhibition, NS5 inhibitors, NTR1 ag cell count 20 µM, MgcRacGAP inhibition
O=C(O)C1CC1C(=O)N1CCN(c2ccc(Cl)c(Cl)c2)CC1 (stereo not drawn)
 : 13.4%, 0.7%, -2.0, -3.0%, 0.4%, 1.8%, 5.0%, -8.8%, 53, 1.3%
C#CCOCCOCCOCCNc1nc(N2CCN(C(=O)[C@H]([C@@H](C)CC)n3cc([C@@H](N)CO)nn3)CC2)nc(N2CCN(C(=O)[C@H](CCCCN)n3cc([C@@H](N)C(C)CC)nn3)CC2)n1 (stereo partly drawn)
 : 7.0%, -0.4%, -3.0, -2.5%, 1.5%, -12.0%, 13.2%, -0.4%, 72, 14.6%
CCN(CC)CCN(C(=O)CN1C(=O)c2ccccc2C1=O)c1nc2cc3c(cc2s1)OCO3
 : 9.0%, 0.4%, -0.1, 6.2%, -0.8%, -5.4%, 0.8%[50 µM], 1.9%, 56, 6.2%
Cc1ccc(S(=O)(=O)Nc2cc3c(C(=O)Nc4ccccc4)c(C)oc3c3ccccc23)cc1
 : 3.0%, 3.3%, 4.5, 4.2%, 0.0%, 12.7%, 1.6%, 6.2%, 36, 12.2%
Cc1cc(C(=O)CSc2ccc(F)cc2)cc(C)c1O
 : 22.9%, 52.5%, -0.8, 1.0%, -0.8%, 1.0%, 0.1%, -12.3%, 86, 16.0%

This part in full (from the top)
Each structure is followed by: Large T inhibition, RSV CPE inhibition, NTR1 ag, Siah-1 displacement, West Nile virus CPE, AID2073, K1F lysis inhibition, NS5 inhibitors, NTR1 ag cell count 20 µM, MgcRacGAP inhibition
O=C(O)C1CC1C(=O)N1CCN(c2ccc(Cl)c(Cl)c2)CC1 (stereo not drawn)
 : 13.4%, 0.7%, -2.0, -3.0%, 0.4%, 1.8%, 5.0%, -8.8%, 53, 1.3%
C#CCOCCOCCOCCNc1nc(N2CCN(C(=O)[C@H]([C@@H](C)CC)n3cc([C@@H](N)CO)nn3)CC2)nc(N2CCN(C(=O)[C@H](CCCCN)n3cc([C@@H](N)C(C)CC)nn3)CC2)n1 (stereo partly drawn)
 : 7.0%, -0.4%, -3.0, -2.5%, 1.5%, -12.0%, 13.2%, -0.4%, 72, 14.6%
CCN(CC)CCN(C(=O)CN1C(=O)c2ccccc2C1=O)c1nc2cc3c(cc2s1)OCO3
 : 9.0%, 0.4%, -0.1, 6.2%, -0.8%, -5.4%, 0.8%[50 µM], 1.9%, 56, 6.2%
Cc1ccc(S(=O)(=O)Nc2cc3c(C(=O)Nc4ccccc4)c(C)oc3c3ccccc23)cc1
 : 3.0%, 3.3%, 4.5, 4.2%, 0.0%, 12.7%, 1.6%, 6.2%, 36, 12.2%
Cc1cc(C(=O)CSc2ccc(F)cc2)cc(C)c1O
 : 22.9%, 52.5%, -0.8, 1.0%, -0.8%, 1.0%, 0.1%, -12.3%, 86, 16.0%
COc1ccccc1Cc1nnnn1CC(=O)O
 : 3.0%, 2.9%, 1.6, -2.8%, 0.5%, -3.1%, -0.9%, -7.2%, 48, 4.2%
O=C(Nc1cccc(N2C(=O)C3C4C=CC(C4)C3C2=O)c1)c1cccs1 (stereo not drawn)
 : ., 1.6%, -1.0, -5.5%, -1.8%, 46.5%, 0.3%, 0.8%, 39, 4.7%
Cc1csc(SCC(=O)c2c(N)n(C)c(=O)n(C)c2=O)n1
 : 17.1%, -0.3%, 0.7, 5.8%, ., 2.3%, 1.0%, -7.5%, 65, 6.2%
O=C(Nc1ccc(Cl)c(Cl)c1)Nc1ccccc1O
 : 8.2%, 17.3%, 12.7, 3.8%, -1.0%, 12.1%, 2.2%, 0.0%, 65, 6.5%
O=C(CBr)Nc1c2c(nn1-c1ccccc1)CSC2
 : 17.4%, 2.5%, -1.6, 3.6%, -0.5%, 2.7%, 0.2%, -2.3%, 43, 3.9%
O=C(NCc1ccc(Cl)cc1)C1CCN(C(=O)Cc2ccccc2)CC1
 : 27.1%, 2.5%, 0.0, 3.2%, -1.1%, -6.5%, -0.2%, -0.7%, 52, 5.5%
O=C(CC1N=C(Cc2ccccc2)NNC1=O)N/N=C/c1ccc([N+](=O)[O-])cc1 (stereo not drawn)
 : 5.4%, -1.1%, -0.8, -0.7%, -0.2%, 2.4%, 0.5%, 0.7%, 56, -4.1%
COC(=O)c1ccc(COC(=O)CCC(=O)c2cccs2)cc1
 : 4.4%, 0.1%, -0.8, 1.6%, 0.6%, 2.9%, 0.2%, -1.8%, 87, 8.0%
S=c1[nH]nc(-c2ccccc2Br)n1Cc1ccccc1
 : 5.2%, 1.2%, -0.2, 0.1%, 1.7%, -26.8%, -0.3%, 0.0%, 87, 6.3%
Cc1cc(C(=O)N/N=C/c2ccc(OC(=O)c3ccccc3Br)cc2)n[nH]1
 : 15.4%, -0.1%, 0.9, 5.9%, -0.6%, 8.7%, -0.1%, 5.8%, 52, 11.0%
O=C(NNC(=S)NCC1CCCO1)c1cc(Br)ccc1Cl (stereo not drawn)
 : 11.1%, 0.8%, 0.6, -7.9%, 0.7%, -53.9%, 0.6%[50 µM], -10.5%, 53, -2.9%
COc1ccc(CC(=O)n2[nH]c(=O)ccc2=O)cc1OC
 : >100µM*, ., 0.3, 4.1%, 0.1%, 46.1µM*, ., ., 46, .
CCCC(=O)Nc1nnc(-c2ccccc2)o1
 : 10.8%, 1.6%, -0.3, 3.1%, ., -1.9%, -0.2%, 0.7%, 85, 2.7%
CN1CCN(c2c(F)cc3c(=O)c(C(=O)O)cn4c3c2OCN4C)CC1
 : 9.5%, -0.5%, 0.3, 4.4%, -0.1%, 33.2%, -0.2%, -3.9%, 66, -1.7%
O=C(NNS(=O)(=O)c1ccc(Cl)cc1)c1sccc1-n1cccc1
 : 5.3%, 2.2%, -0.9, -1.1%, 0.7%, 3.9%, 2.1%, -3.2%, 75, 4.0%
COc1ccc(CN2CCC(=O)N([C@H](CO)Cc3ccccc3)CC2)cc1
 : 4.5%, -0.6%, 3.3, 0.9%, -1.0%, 2.2%, 1.5%, 1.6%, 71, 3.5%
O=C(CSc1nnc(-c2ccc(Cl)s2)o1)N1CCc2ccccc21
 : ., 0.7%, 2.2, 0.5%, -0.2%, 4.4%, ., ., 54, .
CN(C)c1cc[n+](CC(=O)c2ccc(-c3ccccc3)cc2)cc1
 : 0.9%, 6.4%, -0.8, 1.5%, -0.7%, -1.6%, 0.0%, -6.3%, 90, 11.7%
CCN(c1ccccc1)S(=O)(=O)c1cccc(C(=O)NCc2ccccc2CN2CCOCC2)c1
 : ., 1.5%, -0.5, ., ., ., 0.2%[50 µM], -2.2%, 66, 3.5%
CC(C)CC(=O)c1c[nH]c(C(=O)O)c1
 : 6.5%, -1.0%, 0.2, 0.5%, 0.1%, -5.4%, 1.7%, -3.0%, 58, 2.9%
CCSc1cc(N2CCCC2)nc(-c2ccccc2Cl)n1
 : 2.2%, 11.3%, 3.0, 14.6%, -1.2%, 3.0%, 4.2%, 4.0%, 47, 0.9%
COc1ccc(C(=O)NCCN2CCOCC2)cc1OC
 : 4.6%, 0.9%, -1.0, 19.8%, 1.8%, 12.0%, 0.8%, -3.3%, 27, 14.8%
COc1cc2c(cc1NC(=O)CSc1ccccc1)oc1ccccc12
 : 15.3%, 11.2%, 4.3, -0.3%, -0.4%, -14.3%, 0.1%, -6.2%, 84, 9.5%
CC(C)CNS(=O)(=O)c1ccc(CCC(=O)N2CCN(Cc3ccc4c(c3)OCO4)CC2)cc1
 : -4.3%, 0.8%, -0.8, -4.5%, -0.9%, -8.1%, 3.7%, -5.6%, 54, 6.0%
COc1ccc(OCC(=O)Nc2ccc3c(c2)nc(CCN2CCCC2)n3C)cc1
 : 8.3%, 1.7%, -1.1, -0.5%, -0.4%, 12.3%, 0.2%, -8.0%, 64, 16.9%
Cc1ccc(-c2nc(C#N)c(N3CCCCC3)o2)cc1
 : 1.9%, 7.1%, -1.2, 3.7%, -0.1%, 4.0%, -0.2%, -2.1%, 157, 16.1%
CCN(CC)CCN1C(=O)C(O)=C(C(=O)c2ccco2)C1c1ccccn1 (stereo not drawn)
 : 8.7%, 0.0%, 4.6, 2.0%, 0.3%, -4.1%, 1.4%, 7.3%, 77, -0.2%
COc1cc2c(cc1OC)CN(C(=O)C1(c3ccccc3)CC1)CC2
 : 10.3%, 0.2%, -1.2, 0.8%, -0.1%, -3.9%, -0.4%, -8.2%, 105, 4.4%
COCCn1c(C)cc(C(=O)COC(=O)/C=C/c2ccc(OC)cc2OC)c1C
 : ., ., 1.4, ., ., ., 0.8%, 2.7%, 63, 1.4%
COc1ccc(CN(C)CC(=O)NC(C)c2ccccc2)c(OC)c1 (stereo not drawn)
 : 9.1%, -1.0%, 0.4, 3.6%, -0.8%, 0.4%, 0.2%, -9.7%, 67, 14.5%
COC(=O)c1cc(C#N)c(Oc2ccccc2)nc1C
 : ., 1.7%, 1.1, ., 0.6%, ., 1.1%[50 µM], 4.1%, 35, 0.8%
CCCOc1ccc(N2C(=O)CC(NCCNc3ccc(S(=O)(=O)CC)cc3)C2=O)cc1 (stereo not drawn)
 : 1.5%, 1.4%, -1.6, 0.8%, 0.0%, -11.2%, 0.3%, -5.4%, 45, 1.8%
Cc1ccc(NC(=O)COC(=O)c2ccc([N+](=O)[O-])s2)c(C)c1
 : 2.9%, 0.0%, 2.3, 1.6%, -0.2%, -9.2%, -0.8%, 0.0%, 74, -0.5%
CN(CCn1ccnc1)Cc1cn(Cc2ccccc2)nc1-c1ccc2c(c1)OCO2
 : 9.6%, -1.1%, 0.4, -8.3%, -1.6%, -12.4%, 0.4%, 1.7%, 60, -2.5%
Cc1noc(C)c1C(=O)NCCc1ccc(S(N)(=O)=O)cc1
 : 0.0%, 1.4%, -0.4, -2.2%, -0.2%, 9.0%, 0.0%, -5.8%, 65, 3.6%
CC(C)NC(=O)C(c1ccc(F)cc1)N(C(=O)CCC(=O)Nc1ccccn1)C1CCCC1 (stereo not drawn)
 : -1.7%, 0.1%, -1.1, -0.4%, -0.9%, -6.0%, 0.1%, 8.3%, 49, 6.4%
O=C1C=C(c2cccc(O)c2)C[C@@H](c2ccc(F)cc2)C1
 : ., 0.4%, 1.0, ., ., ., -2.2%, -0.8%, 53, 10.9%
CCOCCn1c(-c2ccccc2)nc2ccccc21
 : 7.2%, -0.3%, 0.3, 5.2%, -0.2%, 3.8%, ., ., 38, .
COC(=O)c1sccc1NC(=O)c1ccc(C#N)cc1
 : 1.4%, 0.1%, -1.5, 25.1%, -0.8%, 31.8%, -0.2%, -5.3%, 103, -2.1%
CCCCCCNCc1ccc(Br)cc1
 : -1.9%, -0.9%, 2.1, -0.3%, -1.6%, 3.2%, 10.6%, 3.5%, 33, -2.7%

AID2073, what is marked active above.
Molecule	Large T inhibition	RSV CPE inhibition	Siah-1 displacement	West Nile virus CPE	AID2073	NS5 inhibitors	MgcRacGAP inhibition
COc1ccc(CC(=O)n2[nH]c(=O)ccc2=O)cc1OC	>100µM*	.	4.1%	0.1%	46.1µM*	.	.

Screens deposited in PubChem by several laboratories.
